Bioassay records (PubChem)
WT yeast gro inh: growth inhibition of WT strain, primary screen, mitochondrial fusion inhibitor project, WT and mutant strains, chemical genetic; mitochondrial fusion phenotypic screen; inhibition, % at 10 µM; hit rate 2.1% among 190,000; in the data active = inhibition above about 58%; tested in S. cerevisiae
P. falciparum M1AAP: P. falciparum M1AAP inhibitors, biochemical, fluorogenic H-Leu-NHMec substrate, 1536-well (AID 1445). one-dose inhibition, % at 30 µM; IC50 in µM for titrated hits. Aminopeptidase N (Plasmodium falciparum (isolate 3D7)). hit rate 0.42% among 220,000. recombinant M1AAP, H-Leu-NHMec fluorogenic kinetic assay; higher % means a stronger effect;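 active = primary inhibition above the hit cutoff, then over 50% inhibition at one or more dose response concentrations, cut at about 23% in these data, passing the limit was not always enough; inconclusive = conflicting primary data, or primary hits not chosen for dose response; inactive = low primary inhibition, or under 50% at every dose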;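 also: plate controls were DMSO full reaction for no effect and no enzyme background for full effect; strong numbers were not always called active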
MT stabilizer: microtubule stabilizers in HeLa cells, primary screen, imaging, high-content imaging; HeLa tubulin immunostaining HCS, 24 h; share of cells brighter than vehicle mean+2SD; % tubulin-high responders, % at 10 µM; hit rate 0.83% among 200,000;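 active = plate Z-score above 3 for both tubulin-high and condensed-nucleus cell shares, with cell loss under 80%, at 10 µM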;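 also: anti alpha tubulin signal scored within the nucleus-defined area of each cell; some results filed as inactive read as strong as hits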
Autophagy HCS: autophagy modulators in MEF cells, primary screen, imaging, high-content, MEF GFP-LC3. MEF GFP-LC3 puncta imaging; test concentration mostly 10 µM. calls only at 10 µM (by protocol). AID 463193, 2010. hit rate 0.98% among 190,000;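 active = percentage of spot-positive cells more than 3 SD above its plate mean, without a fluorescence outlier flag or 80% toxicity; inconclusive = no clear call, values can overlap the other calls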;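 also: spot-positive cell cutoff set from DMSO-treated cells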
Dynein transport: inhibitors of GR-EGFP nuclear translocation, primary screen, dynein cargo transport inhibitor project, imaging, high-content, 3617.4 mouse cells; AID 1381, 2008; hit rate 0.47% among 220,000; z-score, hits read low; test concentration mostly 20 µM; stimulated with dexamethasone, 1 µM; stronger effect = lower value;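 active = plate z-score of nuclear minus cytoplasmic receptor signal below a set negative limit, without overly bright fluorescence or cell loss, cut at about -3.5 in these data, passing the limit was not always enough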;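 also: z-score of nuclear minus cytoplasmic ring GR-EGFP intensity difference per well; some compounds called inactive have numbers as strong as hits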
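Also added: dexamethasone, 1.0 µM final. Medium: tet-free, stripped-serum medium. Detection: fixed, Hoechst-stained cells imaged at 10x for EGFP. Read-out: nuclear-to-cytoplasmic GR-EGFP distribution per well. Times: induction 48 h, compound 1 h, agonist 30 min.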
b-catenin transl: modulators of beta-catenin nuclear translocation, primary screen, imaging, HeLa cells, immunofluorescence, high-content; nuclear translocation activity, % at 5 µM; hit rate 0.3% among 190,000;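 active = nuclear translocation activity above 50% at 5 µM, with a well cell count of 50 or more; inconclusive = wells under 50 cells across six images, flagged as toxic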;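 also: per-cell ratio of nuclear to cytoplasmic median beta-catenin stain intensity; plate controls were DMSO negative control for no effect and GSK-3 inhibitor IX positive control for full effect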
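assay system = human HeLa cells, endogenous beta-catenin | times = compound treatment 24 h, 37°C, 5% CO2 | detection = Anti-beta-catenin immunofluorescence on PFA-fixed, Triton-permeabilized cells, DAPI nuclei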
Yfh1-off respiration: enhancers of respiration in Yfh1-depleted yeast, dose response, Friedreich's ataxia, plus single-dose screen (AID 1465) | S. cerevisiae Yfh1-off respiration, WST-1 reduction, 72 h; higher fold induction means a stronger effect | one-dose fold induction at 50 µM; EC50 in µM for titrated hits | hit rate 0.074% among 220,000;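 active = fold induction of absorbance versus untreated yeast above a set limit, then at least 30% activation at any dose in follow-up; inconclusive = repeats straddling the limit, or above it without dose testing; inactive = fold induction below the set limit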;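 also: activators that raise dye reduction in frataxin-depleted yeast; strong numbers were not always called active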
P. falciparum M17LAP: P. falciparum M17LAP inhibitors, primary screen, biochemical, fluorogenic H-Leu-NHMec substrate, 1536-well (AID 1619); Leucine aminopeptidase (Plasmodium falciparum (isolate 3D7)); recombinant M17LAP, H-Leu-NHMec fluorogenic kinetic assay; higher % means a stronger effect; inhibition, % at 30 µM, or IC50 in µM where a hit was titrated; hit rate 0.38% among 220,000;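 active = compound inhibiting the enzyme by more than half at any dose during confirmatory dose-response retesting; inconclusive = strong single-dose inhibitors picked by rank but not retested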;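 also: plate controls were full reaction with DMSO carrier for no effect and no enzyme background for full effect; strong numbers were not always called active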
T cell modulator: modulators of CD8 T cell-vesicle binding, primary screen, mouse 2C CD8+ T cells, flow cytometry | 2C CD8+ T cell-vesicle binding; stronger effect = lower value | calls only at 7 µM | hit rate 0.068% among 330,000;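 active = response, share of CD8 T cells binding vesicles, and their 90th percentile fluorescence all below set limits, cut at about 80% in these data, passing the limit was not always enough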
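Read-out – percent CD8+ FL2 mean versus row control · System – murine 2C transgenic CD8+ T lymphocytes · Times – 1.5 h cell–vesicle binding at 37 °C, then 20 min icy labelling · Control set – naked vesicles low, QL9 vesicles with vehicle high · Detection – cytometric PE anti-B7-1 and Alexa647 anti-CD8 signals after 1% paraformaldehyde fixation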
WT yeast gro inh mutant strain: further read-out of WT yeast gro inh, marked with its call; inhibition, %; mitochondrial fusion phenotypic screen, mutant strain inhibition
Dynein transport cytoplasmic EGFP: further read-out of Dynein transport, marked with its call; z-score; measured here: cytoplasmic GR-EGFP intensity; stronger effect = higher value
Dynein transport nuclear GR-EGFP: recorded beside Dynein transport, whose call it bears; z-score; measured here: nuclear GR-EGFP intensity;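 lower value marks the stronger effect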
Dynein transport cell count: recorded beside Dynein transport, whose call it bears; z-score; measured here: cell count per field
b-catenin transl cell count 5 µM: second read-out of b-catenin transl, no call of its own (marks repeat the call); cell count; measured here: cell count, cytotoxicity flag
T cell modulator vesicle-bound %: second read-out of T cell modulator, no call of its own (marks repeat the call); double positive events, %; measured here: CD8+ vesicle-bound cell fraction;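 binding gate set so that unloaded-vesicle control wells show 10% double positive cells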
MT stabilizer Hoechst-high %: second read-out of MT stabilizer, no call of its own (marks repeat the call); % Hoechst-high responders; measured here: nuclear condensation Hoechst responders;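 share of cells brighter than vehicle mean plus two SD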
MT stabilizer cytotoxicity %: further read-out of MT stabilizer, marked with its call; toxicity, %; measured here: cytotoxicity by cell density;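 0% = mean cell density of plate MIN control wells and 100% = no cells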
Autophagy HCS cell loss 18 h: second read-out of Autophagy HCS, no call of its own (marks repeat the call); toxicity, %; measured here: cell loss, nuclei count;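 cell loss after 18 h compound exposure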
An asterisk follows results filed as active; i = inactive; ? = inconclusive; . = no result given; + = active, no number.

SMILES | WT yeast gro inh | WT yeast gro inh mutant strain | P. falciparum M1AAP | MT stabilizer | MT stabilizer Hoechst-high % | MT stabilizer cytotoxicity % | Autophagy HCS | Autophagy HCS cell loss 18 h | Dynein transport | Dynein transport cytoplasmic EGFP | Dynein transport nuclear GR-EGFP | Dynein transport cell count | b-catenin transl | b-catenin transl cell count 5 µM | Yfh1-off respiration | P. falciparum M17LAP | T cell modulator | T cell modulator vesicle-bound %
Cc1ccc(CNS(=O)(=O)c2ccc3oc(C(=O)O)c(C)c3c2)cc1 | 4 | 1 | 8% | 5.9 | 4.9 | 4.4 | i | 4 | 0.99 | -0.23 | 0.91 | -0.6 | -0.2 | 1413 | i | -7% | i | 2
Cc1ccccc1C(=O)Nc1nnc(-c2ccc(C(C)(C)C)cc2)s1 | 9 | -1 | 0% | 3.1 | 3.1 | 9.9 | i | 7 | -0.56 | -0.087 | -0.22 | 0.4 | -0.9 | 935 | i | -4% | i | 7
Cn1c(C(=O)N2CCN(c3ccc(Cl)cc3)CC2)cc2c(=O)[nH]c3ccccc3c21 | 22 | 7 | 2% | 4.3 | 3.3 | 7.8 | i | -3 | 0.7 | -0.18 | 0.29 | 0.11 | 1.0 | 1367 | i | 2% | i | 21
O=C(COc1ccc2c(c1)CCC2)NCc1ccccc1 | 2 | -20 | -4% | 3.8 | 2.8 | 3.4 | i | 11 | -0.78 | -0.012 | -0.51 | 0.47 | -0.7 | 1228 | i | -7% | i | 48
CC(C)(C)NC(=O)c1c(F)c(F)c(F)c(F)c1F | 5 | -9 | -2% | 2.1 | 2.0 | 4.3 | i | -9 | 0.37 | -0.18 | -0.17 | 0.23 | -2.5 | 565 | i | 14% | i | 49
Cc1ccc2c(c1)c1ncnc(N3CCc4ccccc4C3)c1n2C | 24 | -13 | 13% | 2.0 | 1.6 | 4.5 | i | 0 | -0.7 | -0.18 | -0.47 | 0.5 | -5.2 | 1039 | i | -13% | i | 26
Cn1cc(CNC(=O)c2cc(-c3ccc(Br)cc3)nc3ccccc23)cn1 | -5 | 4 | -3% | 3.0 | 2.0 | 4.8 | i | 18 | -0.79 | -0.3 | -0.23 | 0.83 | 0.4 | 1098 | i | 0% | i | 34
O=C(Nc1cc(S(=O)(=O)N2CCOCC2)ccc1O)c1ccco1 | 9 | 9 | 5% | 3.4 | 2.0 | 3.1 | i | 4 | -0.89 | -0.19 | -0.72 | 0.7 | -0.4 | 1392 | i | 14% | i | 47
COC(=O)C(NNc1ccccc1C)(NC(=O)c1ccc(F)cc1)C(F)(F)F (stereo unspecified) | 9 | 6 | 10% | 2.5 | 2.4 | 0.7 | i | -1 | 0.37 | -0.17 | 0.3 | 0.22 | 2.7 | 1132 | i | -12% | i | 19
CCN(CC(=O)NCCc1ccccc1)S(=O)(=O)c1ccc(Br)cc1 | -2 | -13 | -2% | 3.9 | 2.1 | 1.7 | i | -22 | -0.16 | -0.17 | -0.24 | 0.4 | 0.7 | 1034 | i | 1% | i | 10
Cc1cc(/C=C2\SC(=S)N(Cc3ccco3)C2=O)c(C)n1-c1ccccc1 | -10 | -8 | 10% | 2.1 | 2.5 | 11 | + | 3.2* | -2.1 | 4.1 | -0.011 | 0.4 | 0.7 | 430 | i | 9% | i | 50
CCCCCCC(=O)Nc1c(O)c2ccccc2[nH]c1=O | 7 | -5 | 5% | 3.2 | 4.2 | 13 | i | -37 | 2.1 | -0.15 | 1.7 | -0.3 | -2.3 | 843 | i | 3% | i | 10
COc1ccc(C(=O)NCCCn2ccnc2)cc1 | 5 | 9 | 1% | 9.2 | 1.4 | 8.9 | i | -44 | -0.11 | 1.3 | 0.37 | 0.27 | 4.4 | 826 | i | 11% | i | 62
Cc1cc(C)c(NC(=S)N2CCCC2C(=O)O)c(C)c1 (stereo unspecified) | 1 | -6 | 11% | 5.0 | 1.7 | 3.8 | i | 10 | -0.26 | -0.24 | -0.37 | 0.25 | -2.6 | 1122 | i | -3% | i | 62
COc1cc(OC)c(NC(=O)CCCn2c(=O)oc3ccccc32)cc1Cl | -6 | -14 | 3% | 1.0 | 4.3 | 5.4 | i | -4 | -0.43 | -0.3 | -0.35 | 0.59 | -1.8 | 952 | i | 5% | i | 6
Cc1ccc(S(=O)(=O)/N=C2/C=C(Sc3ncn[nH]3)C(=O)c3ccccc32)cc1 | 45 | 42 | 15% | 1.8 | 1.5 | 8.7 | i | -8 | -3.7* | 1.3* | -2.9* | -0.46* | -1.2 | 1123 | i | ? | i | 35
CCOC(=O)c1ccc(NC(=O)NS(=O)(=O)c2ccc(C)cc2)cc1 | 7 | 6 | 6% | 1.3 | 1.2 | 7.2 | i | -10 | -0.44 | -0.2 | -0.36 | 0.76 | -5.7 | 924 | i | 1% | i | 56
CC(NC(=O)c1ccccc1)C(c1cccs1)N1CCOCC1 (stereo unspecified) | -14 | -15 | 8% | 2.6 | 3.9 | 7.4 | i | -1 | 1.2 | -0.079 | 0.98 | -0.6 | 0.9 | 1071 | i | -5% | i | 35
O=C(COC(=O)/C=C/c1cccc([N+](=O)[O-])c1)NCc1ccc2c(c1)OCO2 | 8 | -3 | 2% | 2.1 | 2.4 | 4.0 | i | 14 | 0.55 | -0.22 | 0.79 | -0.38 | -1.0 | 1066 | i | -5% | i | 50
CCCOc1ccc(N2C(=O)CC(NNC(=O)c3ccc(COc4ccccc4)o3)C2=O)cc1 (stereo unspecified) | 6 | 2 | -2% | 3.2 | 2.2 | 11 | i | 20 | 0.1 | -0.23 | 0.093 | 1 | -0.5 | 1104 | i | 2% | i | 47
O=C(NC1CCCC1)C(c1ccccc1)N(Cc1ccc2c(c1)OCO2)C(=O)Cc1cccs1 (stereo unspecified) | 6 | 5 | 5% | 2.3 | 1.3 | 6.8 | i | 7 | -0.62 | -0.3 | -0.27 | 0.55 | -4.9 | 613 | i | 11% | i | 62
Cc1cc(C)c(C#N)c(SCc2ccc(C#N)cc2)n1 | -4 | -8 | 0% | 1.6 | 2.1 | 5.9 | i | 0 | 0.19 | -0.23 | 0.29 | 0.39 | 0.0 | 1035 | i | 4% | i | 31
Cc1ccc(S(=O)(=O)NCC[C@@]2(C)C3CCC2(C)C(=O)C3)cc1 (stereo partly specified) | . | . | -2% | . | . | . | . | . | 0.4 | -0.26 | 0.11 | 0.22 | 0.6 | 1386 | i | 4% | i | 31
CCc1cccc2c(C(=S)N3CCOCC3)c[nH]c12 | -10 | -11 | 2% | 2.6 | 2.9 | 4.0 | i | -21 | -0.35 | -0.35 | -0.092 | 0.22 | 1.1 | 1447 | i | 6% | i | 61
O=C1C(=O)c2c(C(=O)c3ccccc3)coc2-c2ccccc21 | 88 | 89 | 6% | 4.0 | 1.9 | 5.3 | i | 29 | 1.1 | 0.36 | 0.9 | -0.37 | . | . | i | -8% | i | 23
Going on with the list.
SMILES | WT yeast gro inh | WT yeast gro inh mutant strain | P. falciparum M1AAP | MT stabilizer | MT stabilizer Hoechst-high % | MT stabilizer cytotoxicity % | Autophagy HCS | Autophagy HCS cell loss 18 h | Dynein transport | Dynein transport cytoplasmic EGFP | Dynein transport nuclear GR-EGFP | Dynein transport cell count | b-catenin transl | b-catenin transl cell count 5 µM | Yfh1-off respiration | P. falciparum M17LAP | T cell modulator | T cell modulator vesicle-bound %
O=C(O)c1cc(S(=O)(=O)N2CCCCC2)ccc1F | 42 | 2 | 2% | 4.1 | 2.7 | 5.6 | i | -12 | -0.88 | -0.33 | -0.29 | 0.27 | . | . | i | -15% | i | 55
O=C(O)c1ccc(CSc2nc(-c3ccc(Cl)cc3)cc(C(F)(F)F)n2)cc1 | -5 | -6 | 7% | 2.3 | 1.4 | 7.4 | i | 20 | -0.48 | -0.19 | -0.45 | 0.41 | -0.3 | 1383 | i | 2% | i | 39
CCOC(=O)Cn1c(=O)c(C#N)cn(C(C)C)c1=O | . | . | 2% | . | . | . | . | . | -0.56 | -0.25 | -0.32 | 0.55 | -0.4 | 1044 | i | 12% | i | 41
O=C(CCc1nnc(CCCc2ccccc2)o1)NCCN1CCOC1=O | 7 | 4 | -3% | 2.6 | 1.5 | 5.9 | i | 5 | -0.91 | 0.32 | -0.14 | 0.71 | -0.2 | 1613 | i | 9% | i | 42
CC(=O)c1cc2c(=O)c3cc(C)ccc3oc2nc1C | 29 | 5 | 3% | 4.3 | 2.9 | 8.4 | i | 0 | -0.024 | -0.28 | 0.19 | 0.74 | . | . | i | 6% | i | 36
CCSc1ccccc1C(=O)NCCc1ccccc1 | -1 | 3 | -2% | 4.4 | 2.4 | 4.2 | i | 16 | -0.42 | -0.31 | 0.36 | -0.039 | 0.7 | 1508 | i | 1% | i | 54

No enrichment for hits; 4.4% or so of the library scored in one or more.
